A549 tox: kills or reduces viability of A549 cells in Nrf2 counter-screen. A549 ARE-Fluc cells, CellTiter-Fluor viability, 18-24 h. Potency, µM (top dose mostly 46 µM), without a hit: at the highest dose activity change, negative = cytotoxicity, hits mostly inhibitors. 390,000 compounds, 0.16% hits. AID 504648; further: on the % scale 0 is the no-effect control and ±100 the full control effect
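A549 ARE_Fluc cells in 5% FBS OPTI-MEM were exposed to compounds in concentration-response for 18-24 h at 37 deg C. Viability was read by CellTiter-Fluor fluorescence (Ex 405/Em 525) after 30 min, before the luciferase read.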
S2 tox: reduces viability in counter-screen for ATXN expression inhibitors; 400,000 compounds, 0.49% hits; Potency, µM (series often up to 56.7 µM), hits mostly cytotoxic; S2 cells (HEK-293 line with an ATXN2-luciferase reporter) viability, CellTiter-Fluor protease fluorescence, 24 h; further: nearly all actives have a fitted effect of over 40% in size
MCF10A rerep: inducers of DNA re-replication in MCF 10A breast cells | Potency, µM (doses to about 46.1 µM), for inactives: at the top dose activity, positive = re-replication, usual class: activators | MCF 10A DNA re-replication, Hoechst nuclear intensity, 48 h | 350,000 compounds, 2.9% hits; further: % of control where 0% means no effect; nearly all actives have a fitted effect of over 50% in size
EPAC2 antagonist: blocks human EPAC2 exchange factor; Potency, µM (top dose mostly 114 µM), inactives show at the highest dose activity, negative = inhibition, usual class: inhibitors; EPAC2 GEF exchange of Rap1B-BODIPY-GDP, fluorescence; 360,000 compounds, 0.18% hits; further: on the % scale 0 is the no-effect control and ±100 the full control effect; nearly all actives have a fitted effect of over 45% in size; many of its hits are not listed in these tables
Target sequence (Q8WZA2 whole entry, looked up): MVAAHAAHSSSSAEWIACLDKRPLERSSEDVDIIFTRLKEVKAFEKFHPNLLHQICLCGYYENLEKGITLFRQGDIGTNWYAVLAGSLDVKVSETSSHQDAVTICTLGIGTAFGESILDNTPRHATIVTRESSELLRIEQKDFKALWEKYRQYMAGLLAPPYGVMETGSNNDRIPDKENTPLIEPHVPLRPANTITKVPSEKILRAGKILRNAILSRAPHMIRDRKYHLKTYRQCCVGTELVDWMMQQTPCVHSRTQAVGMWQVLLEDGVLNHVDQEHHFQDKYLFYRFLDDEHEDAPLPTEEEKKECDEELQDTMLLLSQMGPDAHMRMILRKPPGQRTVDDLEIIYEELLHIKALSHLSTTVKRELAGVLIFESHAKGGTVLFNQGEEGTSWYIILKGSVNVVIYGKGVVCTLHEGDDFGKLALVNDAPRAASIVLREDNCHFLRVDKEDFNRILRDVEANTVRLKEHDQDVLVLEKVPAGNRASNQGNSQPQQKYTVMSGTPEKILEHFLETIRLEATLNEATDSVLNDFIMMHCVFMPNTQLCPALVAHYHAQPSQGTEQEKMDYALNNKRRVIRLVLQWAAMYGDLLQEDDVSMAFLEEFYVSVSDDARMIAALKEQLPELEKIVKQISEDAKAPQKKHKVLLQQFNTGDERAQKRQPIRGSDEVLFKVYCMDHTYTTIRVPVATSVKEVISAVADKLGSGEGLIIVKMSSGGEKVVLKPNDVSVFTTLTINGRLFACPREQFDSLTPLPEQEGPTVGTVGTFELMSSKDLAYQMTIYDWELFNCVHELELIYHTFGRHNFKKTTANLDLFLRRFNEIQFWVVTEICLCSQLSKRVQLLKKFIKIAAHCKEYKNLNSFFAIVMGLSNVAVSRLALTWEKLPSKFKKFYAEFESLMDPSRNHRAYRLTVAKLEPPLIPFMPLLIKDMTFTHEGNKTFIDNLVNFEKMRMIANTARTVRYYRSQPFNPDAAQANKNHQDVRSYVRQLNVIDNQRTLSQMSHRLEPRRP
HepG2 tox: HepG2 cytotoxicity, counter-screen for TGF-b inhibitors; HepG2 CAGA-GFP viability, ATP luminescence, 18 h; Potency, µM (highest dose often 46.1 µM), without a hit: at the highest dose activity change, negative = cytotoxicity, usual class: cytotoxic; 410,000 compounds, 0.76% hits; AID 588856; further: some results filed as inactive show a strong effect at the top dose
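CellTiter-Glo luminescence gave cytotoxicity after 18 hours at 37 degrees C. The cells were HepG2 CAGA-GFP in 1% FBS DMEM, stimulated with 500 pg/mL TGF-beta after compound addition. %Activity was normalised to no-cell wells (complete cell-killing) and DMSO (no toxicity), and curves were fitted and classified.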
Nrf2 block: inhibitors of Nrf2 signaling; A549 ARE-Fluc reporter, luciferase luminescence, 18-24 h; Potency, µM (series often up to 46 µM), without a hit: top-dose activity change, negative = inhibition, most hits filed as inhibitors; 360,000 compounds, 2.1% hits; AID 504444; further: on the % scale 0 is the no-effect control and ±100 the full control effect; nearly all actives have a fitted effect of over 60% in size
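Nrf2 function is reported as luminescence of an ARE-controlled luciferase in A549 cells. Compounds were tested at several concentrations, and a CellTiter-Fluor read on the same wells flagged cytotoxicity.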
Nrf2 ARE act: activates Nrf2 signaling | AREc32 ARE-luciferase reporter (MCF7-derived line), luminescence, 24 h | Potency, µM (series often up to 46.1 µM), for inactives: at the highest dose activation, usual class: activators | 410,000 compounds, 0.31% hits | AID 624171; further: % of control where 0% means no effect; nearly all actives have a fitted effect of over 65% in size
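AREc32 cells carrying an ARE-driven firefly luciferase reporter were seeded at 1000 cells/well in OPTI-MEM with 5% FBS, then exposed to compound for 24 hr at 37 deg C. Luminescence was read with Steady-Glo after 30 min at RT.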
TGFb inhibitor: blocks TGF-b signaling | HepG2 CAGA-GFP TGF-b/SMAD3 reporter, GFP fluorescence, 18 h; TGF-beta stimulated, 500 pg/mL final | Potency, µM (doses to about 46.1 µM), for the others: top-dose activity, negative = inhibition, most hits filed as inhibitors | 410,000 compounds, 1.2% hits | AID 588855; further: on the % scale 0 is the no-effect control and ±100 the full control effect; nearly all actives have a fitted effect of over 65% in size
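TGF-beta reporter screen: HEPG2 CAGA-GFP, 1% FBS, 500 pg/mL TGF-beta final, 18 h; per-cell GFP summed per well; curves fitted and categorized by class.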
ATXN2 expr inh: reduces ATXN2 reporter expression in HEK-293 cells. HEK-293 ATXN2-luciferase reporter, luminescence, 24 h. 360,000 compounds, 0.72% hits. Potency, µM (top dose mostly 57 µM), for the others: top-dose activity change, negative = inhibition, hits mostly inhibitors; further: on the % scale 0 is the no-effect control and ±100 the full control effect; nearly all actives have a fitted effect of over 55% in size
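qHTS (up to 57 uM final) was run with 24 h compound exposure of reporter cells at 37 °C. Each well was multiplexed: SteadyGlo luminescence measured ATXN2-luciferase expression after a fluorogenic Gly-Phe-AFC viability readout (25 uM final).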
Starred values were filed as active, the others as inactive; i = inactive; ? = inconclusive; nt = no result given; [ ] = another dose, or the depositor's remark. The call rests on the fitted dose curve; in most records, active means well fitted curve in the direction sought with a large enough effect; inconclusive means small, poorly fitted or top-dose-only effect, or another doubt; inactive means no such curve, though single readings can be large; an effect the other way counts as inactive or inconclusive. Potency means the concentration at half of the fitted maximal effect. These rows are one share of the data, so the mix of outcomes need not match the whole.

SMILES	A549 tox	S2 tox	MCF10A rerep	EPAC2 antagonist	HepG2 tox	Nrf2 block	Nrf2 ARE act	TGFb inhibitor	ATXN2 expr inh
COc1ccc(CC2(C)OC(c3ccc(C)cc3)=NN2C(C)=O)cc1 (centres undefined)	8%	i	?	-8%	-2%	-10%	-0.1%	9%	-15%
CSc1ccccc1OCc1cc(C(=O)N[C@H]2CCCCNC2=O)no1	-2%	?	15%	-1%	0%	?	0.7%	37%[activator]	39%[activator]
Cn1c(=O)oc2cc(S(=O)(=O)CCC(=O)NCCc3ccc(Cl)cc3)ccc21	15%	i	nt	nt	-1%	?	0.4%	-6%	4%
CCOc1ccc(Nc2nc3cc(S(=O)(=O)N(CC)CC)ccc3o2)cc1	-11%	?	5%	13%	-34%	-12%	2.2%	-12%	-11%
CC(C)C(O)(c1ccccc1)C(CN1CCOCC1)c1ccccc1 (centres undefined)	3%	i	-15%	-11%	-27%	3%	-0.8%	-15%	nt
CCc1c(C)nc2ncnn2c1N1CCCC(C(=O)NCCc2ccc(OC)cc2)C1 (centres undefined)	-13%	i	4%	2%	-3%	nt	0.3%	0%	-13%
COC(=O)COc1ccc(-c2nccc(-c3ccccn3)n2)cc1	-8%	i	6%	13%	0%	7.3µM*	-1.7%	0%	?
O=C(CSc1nccc(=O)[nH]1)c1cc2ccccc2o1	14%	i	4%	-2%	-17%	3%	7.8%	-11%	nt
COCCCNC(=O)C1CCN(c2cc(C)nc3c(-c4ccc(Cl)cc4)c(C)nn23)CC1	-6%	?	nt	nt	3%	12%	-0.8%	2%	-12%
C/C(=N/NC(=O)CNC(=O)C1COc2ccccc2O1)c1ccc2c(c1)OCCO2 (centres undefined)	3%	i	1%	4%	5%	2%	-0.1%	-6%	-6%
COCCNC(=O)C1(C)CCCN(C(=O)c2ccc(C#N)cc2)C1 (centres undefined)	nt	i	nt	28%	1%	nt	0.3%	22%	5%
CN(Cc1nc(Cc2ccccc2F)no1)CC1(N2CCOCC2)CCCCC1	1%	i	-1%	5%	-10%	2%	0.3%	4%	2%
Cc1ccc(C(C)C)c(OCC(=O)Nc2cccc(S(=O)(=O)NC3=NCCCCC3)c2)c1	-19%	i	?	-13%	-3%	?	0.3%	?	-13%
COc1ccc(C)cc1Nc1n[n+](-c2ccccc2)c(-c2c(OC)ccc3ccccc23)s1	-8%	nt	?	5%	-62%	-18%	5.8%	?	?
CC(C)(C)c1n[nH]c2c1CCCC2	0%	i	-13%	3%	19%	-19%	-1.1%	13%	-4%
Cc1cc(C)n2cc(CSc3ccc(Cl)cc3)nc2n1	-6%	i	0%	2%	-29%	-15%	6.1%	-18%	6%
CCCn1nc(C(=O)NC2CCCCCC2)c2ccccc2c1=O	6%	i	8%	-2%	-2%	11%	1.5%	0%	2%
CNc1nnc(SCC(=O)N2c3ccccc3NC(=O)CC2C)s1 (centres undefined)	1%	i	-6%	-7%	-51%	13%	-0.3%	-3%	0%
CCn1c(=O)c2c(nc(SCC(=O)N3CCC(C)CC3)n2C)n(C)c1=O	-7%	i	15%	0%	-54%	0%	4.6%	-24%	-7%
COCCSc1ccccc1C(=O)N1CCCC1	2%	i	-12%	14%	6%	8%	-0.3%	-4%	3%
C=CCN1C(=O)CS/C1=N\S(=O)(=O)c1ccc(Cl)cc1	-4%	i	-32%[inhibitor]	20%	4%	14%	-0.7%	-3%	9%
CN(Cc1nc2ccccc2c(=O)[nH]1)Cc1cc(=O)oc2ccc3ccccc3c12	-2%	i	3%	-1%	-20%	1%	0.6%	1%	-12%
CCCCn1nnnc1SCC(=O)Nc1ccc2c(c1)OCCO2	2%	i	1%	-4%	-8%	24%	2.8%	-4%	21%
c1ccc(CNCCN2CCNCC2)nc1	26%	i	4%	-4%	-9%	26%	-0.4%	3%	1%
COc1cc(CN(C)CC2CCCN(CCc3ccc(F)cc3)C2)c(Cl)cc1O (centres undefined)	-2%	i	-2%	5%	-11%	-4%	3.0%	-7%	nt
CCn1cc(C(=O)N[C@@H](CCSC)C(=O)NCCN2CCOCC2)c(=O)c2cc3c(cc21)OCO3	12%	i	-4%	4%	-4%	9%	-0.2%	-6%	-3%
CCOC(=O)/C=C1\SCC(=O)N1Cc1ccc(Br)cc1	-5%	?	8%	5%	-19%	-17%	-0.5%	-2%	-36%
CC(C)(C)NC(=O)C(c1ccco1)N(Cc1ccc2c(c1)OCO2)C(=O)c1snc(C(N)=O)c1N (centres undefined)	-9%	i	1%	-17%	-5%	-1%	0.7%	6%	-7%
OC(c1ccc(Cl)cc1)c1ncc(-c2ccc(Cl)cc2)[nH]1 (centres undefined)	nt	?	nt	-22%	11µM*	nt	-0.5%	?	-19%
COc1ccc(N(C(=O)c2ccc(Br)o2)C2C=CS(=O)(=O)C2)c(OC)c1 (centres undefined)	1%	?	5%	-10%	8%	3%	7.9%	-1%	nt
COc1cccc(C(=O)OCC(=O)Nc2nnc(-c3ccccc3)o2)c1	3%	i	16%	5%	19%	5%	3.9%	-7%	2%
COc1ccc(NC(=O)c2cc([N+](=O)[O-])nn2Cc2ccccc2)c(C)c1	-1%	i	5%	-3%	-9%	7%	3.3%	2%	25%
CC(=O)c1ccc(C(=O)N(Cc2cccnc2)c2nc3c(Cl)cccc3s2)cc1	-4%	nt	nt	nt	-21%	nt	-2.5%	?	nt
O=C1NC(=Nc2ccccc2)S/C1=C\c1cccnc1	-3%	i	0%	3%	-26%	-1%	0.5%	-13%	nt
CCCCc1ccc(NC(=O)CSc2nc(=O)n3cc(C)ccc3n2)cc1	0%	i	?	0%	-18%	?	1.9%	-9%	-22%
CC1C(=O)N(Cc2cn(Cc3ccco3)nn2)CCS(=O)(=O)N1Cc1ccc(-c2cccnc2)cc1 (centres undefined)	nt	i	nt	8%	10%	nt	0.1%	2%	3%
CCc1nc2c(OCCOc3ccc(F)cc3)cccn2c1N(C)C(=O)C(C)C	nt	?	nt	-5%	1%	nt	0.0%[9.22 µM]	-18%	-20%
C[C@@H]1CN([C@@H](C)CO)C(=O)c2cccc(NC(=O)Nc3ccc4c(c3)OCO4)c2O[C@H]1CN(C)S(=O)(=O)c1cn(C)cn1	2%	?	1%	-4%	-6%	12%	-0.9%	5%	6%
COc1ccc(-n2c(O)c(/C=N/n3cnnc3)c3ccccc3c2=O)cc1	24%	nt	1%	1%	-18%	-19%	-0.8%	0%	3%
Cc1ccc(S(=O)(=O)NC(=O)NCc2ccccc2)cc1	-1%	i	5%	2%	-2%	-5%	-0.8%	3%	1%
O=C(Nc1ccccc1O)c1cc(S(=O)(=O)N2CCOCC2)ccc1Cl	11%	i	-1%	-2%	-1%	nt	-0.4%	-18%	1%
O=C(NCN1CCN(c2ccccc2F)CC1)c1cccnc1	1%	i	1%	4%	-16%	15%	-0.5%	3%	2%
CN(C(=O)c1ccc2ccccc2c1)c1ccccn1	3%	i	-2%	-6%	1%	?	4.6%	-8%	-13%
CCN1CCN(Cc2ccc(NC(=O)c3ccc(C)c(NC(=O)c4nccn4C)c3)cc2C(F)(F)F)CC1	4%	i	-7%	27%	-23%	-8%	-0.3%	?	-8%
CCN(CC)CC(=O)Nc1sc2c(c1C(=O)c1ccccc1C)CCC2	?	i	?	-25%	-7%	25%	-0.3%	-1%	-13%
O=C(NC1=NCCS1)c1cc(-c2ccccc2)nn1-c1ccccc1	-2%	i	-183%[0.0737 µM]	-1%	5%	7%	0.2%	?	14%
Cc1ccc(CN2C(=O)CCC2C(=O)NC2CC2)cc1 (centres undefined)	3%	i	20%	10%	1%	20%	-0.3%	-19%	7%
Cc1cccc(CN2CCN(Cc3ccco3)CC2)c1	-12%	?	0%	1%	18%	7%	3.2%	6%	nt
CC1CCN(C(=O)COC(=O)CSc2ccc(C(N)=O)cc2[N+](=O)[O-])CC1	-5%	i	-1%	9%	1%	12%	-0.2%	0%	-8%
C#Cc1ccc(NC(=O)C2(C)CCN2C(=O)C2(c3ccccc3)CC2)cc1 (centres undefined)	nt	i	nt	-27%	-27%	nt	-0.2%[9.22 µM]	-22%	-12%

Another view of some results above.
smiles,A549 tox,S2 tox,MCF10A rerep,EPAC2 antagonist,HepG2 tox,Nrf2 block,Nrf2 ARE act,TGFb inhibitor,ATXN2 expr inh
CCn1cc(C(=O)N[C@@H](CCSC)C(=O)NCCN2CCOCC2)c(=O)c2cc3c(cc21)OCO3,12%,i,-4%,4%,-4%,9%,-0.2%,-6%,-3%
CCOC(=O)/C=C1\SCC(=O)N1Cc1ccc(Br)cc1,-5%,?,8%,5%,-19%,-17%,-0.5%,-2%,-36%
CC(C)(C)NC(=O)C(c1ccco1)N(Cc1ccc2c(c1)OCO2)C(=O)c1snc(C(N)=O)c1N (centres undefined),-9%,i,1%,-17%,-5%,-1%,0.7%,6%,-7%
OC(c1ccc(Cl)cc1)c1ncc(-c2ccc(Cl)cc2)[nH]1 (centres undefined),nt,?,nt,-22%,11µM*,nt,-0.5%,?,-19%
COc1ccc(N(C(=O)c2ccc(Br)o2)C2C=CS(=O)(=O)C2)c(OC)c1 (centres undefined),1%,?,5%,-10%,8%,3%,7.9%,-1%,nt

Additional results:
SMILES	A549 tox	S2 tox	MCF10A rerep	EPAC2 antagonist	HepG2 tox	Nrf2 block	Nrf2 ARE act	TGFb inhibitor	ATXN2 expr inh
CCN(C(=O)c1ccccc1Cl)c1ccccc1	-1%	i	-2%	0%	7%	6%	0.3%	2%	-6%
O=C(NC1CCN(C(=S)NCc2ccco2)CC1)C1CCCCC1	12%	i	1%	1%	-10%	-2%	-0.5%	-2%	8%
CC1(C)CC(=O)C2=C(C1)Nc1cc3c(cc1C2c1ccc(F)cc1)OCO3 (centres undefined)	0%	i	?	-1%	-20%	-19%	0.1%	-2%	5%
Cc1ccc2c(C)c(C(=O)NCCc3ccco3)oc2c1C	0%	i	17%	-16%	2%	1%	4.5%	10%	8%
NS(=O)(=O)c1ccc(NC(=S)N2CCCC2)cc1	8%	i	-9%	1%	-1%	4%	-0.7%	-7%	-4%
CN(C)C1=NCCN1CCc1cccc(F)c1	-2%	i	5%	13%	13%	1%	-0.9%	17%	4%
O=C(COC(=O)/C=C/c1ccco1)NCc1ccccc1	-1%	i	2%	0%	-2%	3%	-0.6%	0%	-11%
O=C(CCn1cccn1)NCc1ccc(Cl)cc1	-5%	i	nt	nt	0%	27%	0.2%	-5%	-9%

Screens (PubChem BioAssay)
